PP5 inh: blocks human protein phosphatase 5 activity; P53041; purified PP5c, OMFP substrate fluorescence; inhibition, % at 6.7 µM; actives 0.18% (n = 320,000); AID 1987;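 active = inhibition above the campaign's mean inhibition across all tested compounds plus 3 SD, cut at about 9.5% in these data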;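 note: 0% = DMSO only and 100% = 100 µM cantharidin control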
Target sequence (P53041 whole entry, looked up): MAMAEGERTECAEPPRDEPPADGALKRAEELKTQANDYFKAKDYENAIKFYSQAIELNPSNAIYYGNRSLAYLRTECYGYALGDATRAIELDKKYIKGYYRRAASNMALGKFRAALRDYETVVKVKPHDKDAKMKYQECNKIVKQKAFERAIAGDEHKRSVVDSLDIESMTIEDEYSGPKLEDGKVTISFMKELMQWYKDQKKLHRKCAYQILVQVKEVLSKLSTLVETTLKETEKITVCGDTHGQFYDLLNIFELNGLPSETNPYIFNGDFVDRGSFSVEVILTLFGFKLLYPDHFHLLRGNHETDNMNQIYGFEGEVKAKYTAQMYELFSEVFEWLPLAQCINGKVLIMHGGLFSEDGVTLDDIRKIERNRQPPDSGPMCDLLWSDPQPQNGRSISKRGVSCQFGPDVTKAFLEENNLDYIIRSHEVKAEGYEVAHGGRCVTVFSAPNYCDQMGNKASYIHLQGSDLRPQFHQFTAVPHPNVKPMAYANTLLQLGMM
ZTA DNA inh: blocks Epstein-Barr virus ZTA, an EBNA-1 counter-screen | inhibition, % at 11 µM | actives 0.15% (n = 320,000) | ZTA-DNA binding, fluorescence polarization | P03206; in the data active = inhibition above about 33%
Target sequence (P03206 whole entry, looked up): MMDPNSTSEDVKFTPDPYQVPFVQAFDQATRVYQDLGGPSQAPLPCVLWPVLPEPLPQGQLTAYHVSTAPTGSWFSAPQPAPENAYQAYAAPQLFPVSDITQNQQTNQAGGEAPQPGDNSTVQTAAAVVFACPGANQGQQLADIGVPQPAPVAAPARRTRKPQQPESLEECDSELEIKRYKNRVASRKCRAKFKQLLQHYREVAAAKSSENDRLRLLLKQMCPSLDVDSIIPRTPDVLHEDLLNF
Yeast superoxide: lowers age-related superoxide in aged yeast cells. S. cerevisiae aged cells, superoxide DHE fluorescence; hits give low values. superoxide response (% of plate mean), % at 10 µM. actives 0.18% (n = 330,000);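 active = superoxide response under a set limit, about three screen SD below normal, cut at about 65% in these data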;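 note: yeast aged for seven days with compound at 30 °C before DHE staining; 100% = average MFI of all compound-treated wells on the plate with controls excluded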
CTSL1 counter: cathepsin L1 inhibition, PFM18AAP counter-screen. recombinant F. hepatica cathepsin L1, Z-Leu-Arg-MCA fluorescence. inhibition, % at 5.96 µM. actives 0.49% (n = 300,000). AID 1906;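 active = inhibition above the mean of all tested compounds plus 3 SD, set per screening campaign, cut at about 17% in these data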;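 note: 0% = plate median of test compound wells and 100% = 1 µM Z-Phe-Ala-diazomethylketone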
TPT1 inh: blocks Candida albicans tRNA 2'-phosphotransferase; recombinant caTPT1, FP RNA substrate dephosphorylation; AID 1962; inhibition, % at 5 µM; actives 0.81% (n = 300,000);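 active = inhibition above the mean of all tested compounds plus 3 SD, set per screening campaign, cut at about 24% in these data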;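 note: plate controls were DMSO alone for no effect and ferristatin control at 100 nM for full effect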
GASC-1 inh: blocks human GASC-1 demethylase activity; Q9H3R0; GST-JMJD2C(1-420) H3K9me3 demethylation, DELFIA europium; inhibition, % at 2.35 µM; actives 0.069% (n = 330,000);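 active = more than half of a compound's replicate wells show inhibition beyond 50%, single wells judged on their own value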;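 note: signal counts dimethyl H3K9 product captured on neutravidin plate; 0% = median of DMSO wells and 100% = 0.3 times that DMSO median; strong numbers were not always called active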
HCV core dimer: HCV core protein dimerization inhibition; TR-FRET GST/Flag-core106 dimerization, 1536-well; inhibition, % at 5 µM; actives 0.33% (n = 300,000); AID 1899;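 active = inhibition above the mean of all tested compounds plus 3 SD, set per screening campaign, cut at about 45% in these data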
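Assay system: GST-tagged and Flag-tagged HCV core protein residues 1-106 / Times: compound-protein-antibody incubation 4 h at 22.5 °C / Signal: time-resolved FRET, ex 340 nm, em 617 and 671 nm / Evaluation: % inhibition based on acceptor/donor emission ratio / Benchmarks: wells lacking GST-core106 and wells with excess unlabelled core106 / Repeats: singlicate, one well per compound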
EBNA-1 inhibitor: blocks EBNA-1 binding to DNA; inhibition, % at 14.8 µM; EBNA-1 DNA binding, fluorescence polarization; actives 0.34% (n = 300,000); in the data active = inhibition above about 28%
PP1 inh: counter-screen for PP5 inhibitors: inhibitors of human PP1-alpha; purified PP1alpha, OMFP fluorescence; inhibition, % at 6.7 µM; actives 0.9% (n = 320,000); P62136; AID 2235;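 active = inhibition above the mean inhibition of all tested compounds plus 3 SD, computed separately for each screening campaign, cut at about 15% in these data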
Target sequence (P62136 whole entry, looked up): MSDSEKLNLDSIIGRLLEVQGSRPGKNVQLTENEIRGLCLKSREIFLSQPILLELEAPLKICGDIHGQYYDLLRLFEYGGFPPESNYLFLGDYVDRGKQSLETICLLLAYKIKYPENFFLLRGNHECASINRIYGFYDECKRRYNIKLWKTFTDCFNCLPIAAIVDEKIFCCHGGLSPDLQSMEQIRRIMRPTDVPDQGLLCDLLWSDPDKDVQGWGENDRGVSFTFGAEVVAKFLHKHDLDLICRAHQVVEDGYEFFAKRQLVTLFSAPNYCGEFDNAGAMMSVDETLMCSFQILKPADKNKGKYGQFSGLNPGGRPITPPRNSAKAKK
* hit, by the source's call; · = not tested or not shown.

SMILES	PP5 inh	ZTA DNA inh	Yeast superoxide	CTSL1 counter	TPT1 inh	GASC-1 inh	HCV core dimer	EBNA-1 inhibitor	PP1 inh
N#Cc1cc(N)ccc1Sc1ccccc1	5.1	-4	107	-1	0	-8	6	-1	-2
COC(=O)c1ccn(CSc2c(F)c(F)cc(F)c2F)n1	1.2	3	77	·	·	8	·	·	0
CN1CCN(CC2(O)CCN(S(=O)(=O)c3ccc(Cl)cc3)CC2)CC1	-1.6	16	95	0	-5	-1	2	9	-1
O=C(O)CN1CCN(CC(=O)O)CCN(CC(=O)O)CCN(CC(=O)O)CC1	0.5	4	100	-1	-2	-28	3	1	-3
COCCNC(=O)Cn1cnc2c1c(=O)n(C)c(=O)n2C	-0.5	4	94	-7	-9	0	-9	3	-1
O=C(Nc1cccc(Cl)c1)OCc1cn(-c2ccccc2)nn1	0.2	3	112	3	-4	-5	1	-2	-1
COc1ccc(N2CC(C(=O)N3CCOCC3)CC2=O)cc1 (centres undefined)	-1.3	13	98	-2	-1	-6	3	-3	-1
COc1ccc(NC(=S)N2CCN(Cc3cccc(F)c3)CC2)c(OC)c1	0.2	-17	94	-7	4	35	-2	-8	-2
CC(C)c1ccc(NC(=O)CN2C(=O)NC(C)(C3CC3)C2=O)cc1 (centres undefined)	0.0	-1	85	·	·	8	·	·	-3
Cc1ccc2cc(C(c3nnnn3C3CCCC3)N3CCOCC3)c(=O)[nH]c2c1C (centres undefined)	-0.2	-5	115	2	0	-5	0	9	-3
COCCCNC(=O)C(=O)Nc1cc2c3c(c1)CCC(=O)N3CCC2	-2.9	-10	121	-1	-4	1	-8	-6	2
CCCc1nn(C)c(C(=O)Nc2ccc(CC)cc2)c1Cl	4.6	-6	110	-1	1	22	-8	-3	1
CCCn1c(C)cc(C(=O)COC(=O)c2ccc(Cl)c(S(=O)(=O)N3CCCC3)c2)c1C	1.0	0	100	-15	-2	-18	19	5	3
Cc1ccc(C(=O)Nc2c(C#N)c(C)c(C)n2Cc2ccccc2)cc1	3.1	-16	87	-2	-4	-27	4	-4	2
CCOP(=O)(OCC)C(Nc1ccccn1)c1ccccc1 (centres undefined)	-2.2	11	90	-6	-3	3	-10	-1	-1
CSc1c(C#N)sc(=S)n1-c1ccc(C)cc1	1.4	13	110	2	0	0	5	11	0
CC(=O)Nc1ccc(N/C=C/C(=O)c2ccccc2)cc1	-0.7	3	103	1	5	4	-5	-11	-1
Cc1sc(-c2c(C#N)c(N)nc3c2CCCCCC3)cc1[N+](=O)[O-]	-1.0	2	103	6	11	16	8	14	-1
CCn1c(SCC(=O)Nc2nncs2)nnc1C(C)NC(=O)c1ccccc1Br (centres undefined)	-6.8	-25	99	5	-4	-1	-13	-5	0
COC(=O)[C@]1(Cc2ccccc2)N[C@H](c2ccc(-c3ccc(F)cc3)cc2)[C@@H]2C(=O)N(C)C(=O)[C@@H]21	6.2	7	105	1	2	5	18	1	2
O=C(OCc1ccccc1)N1CCCC1/C=C/CN1CCOCC1 (centres undefined)	0.2	-11	96	0	-1	-10	6	0	-1
c1ccc2[nH]c(NN=C3CCCCCC3)nc2c1	2.5	3	100	-1	-2	-1	-2	1	-2
O=C(NC(Cc1c[nH]c2ccccc12)C(=O)O)c1ccccc1 (centres undefined)	1.2	-5	100	1	0	2	-1	-1	-3
CCc1nnc(NC(=O)c2ccc(S(=O)(=O)N(CCOC)CCOC)cc2)o1	1.0	10	98	-2	-1	26	1	1	4
COc1cccc(NC2SC(=O)N(c3ccccc3)C2=O)c1 (centres undefined)	5.5	1	96	-2	-1	12	-2	4	0

The final three records of the part above lead into the next.
SMILES	PP5 inh	ZTA DNA inh	Yeast superoxide	CTSL1 counter	TPT1 inh	GASC-1 inh	HCV core dimer	EBNA-1 inhibitor	PP1 inh
O=C(NC(Cc1c[nH]c2ccccc12)C(=O)O)c1ccccc1 (centres undefined)	1.2	-5	100	1	0	2	-1	-1	-3
CCc1nnc(NC(=O)c2ccc(S(=O)(=O)N(CCOC)CCOC)cc2)o1	1.0	10	98	-2	-1	26	1	1	4
COc1cccc(NC2SC(=O)N(c3ccccc3)C2=O)c1 (centres undefined)	5.5	1	96	-2	-1	12	-2	4	0
O=C(CCN1C(=O)/C(=C\c2ccccc2)SC1=S)N1CCCCC1	2.5	16	106	-1	2	-3	6	-14	4
Cc1c(C=O)c2ccccc2n1CCOc1ccccc1	3.8	-4	96	2	-7	-10	-9	12	5
CCOC(=O)C1CCN(C(=O)Cc2cccs2)CC1	1.3	-10	108	-9	2	3	-1	-10	4
Cn1c(Cl)cnc1C(O)c1ccccc1 (centres undefined)	0.9	-7	101	-5	-1	1	-2	3	-4
COc1ccc(NC(=S)N2CCN(S(C)(=O)=O)CC2)cc1	0.6	-8	93	1	-2	-4	-1	11	-1
COc1cc2sc3ccc(C#Cc4ccccn4)cc3c(=O)c2cc1OC	3.2	26	105	2	3	-3	-49	4	3
Cc1ccc(S(=O)(=O)N2CCCC2CNC(=O)C(=O)NCc2cccs2)cc1 (centres undefined)	-1.2	-7	72	3	-2	-2	-9	-10	-5
O=C(NCCC(=O)N1CCN(S(=O)(=O)c2ccccc2)CC1)c1ccc(Br)cc1	-1.9	-14	108	4	1	0	-7	-12	-5
COC(=O)C1=C(C)N(c2ccc(OC)c(OC)c2)C(=O)/C1=C\c1ccco1	5.1	-3	99	3	4	5	1	1	-1
COc1ccc(OC)c(-n2c(Cn3c(-c4ccccn4)nc4ccccc43)n[nH]c2=S)c1	0.4	-15	95	2	1	1	-10	-7	-4
COC(=O)c1c(C)c2c(C)cc3ccccn3c-2c1C(=O)OC	5.1	-1	117	-4	-14	-3	-21	-13	-3
CCOc1c(O)ccc(C2NC(=O)NC(C)=C2C(=O)OC)c1[N+](=O)[O-] (centres undefined)	-2.4	7	92	-3	-2	-11	-4	6	-4
CCNCCC(CCC(C)C)c1ccc2c(c1)OCO2 (centres undefined)	-1.5	-1	98	-2	-3	-1	-4	7	-3
COc1cc(C(=O)N(Cc2ccco2)Cc2cc3ccccc3[nH]c2=O)cc(OC)c1OC	0.5	-11	103	0	-3	10	1	9	-3
COc1cc(C(=O)OCC(=O)N2c3ccccc3NC(=O)C2(C)C)ccc1OCC(C)C	2.3	-12	107	11	0	-16	6	-4	3
NC(=O)c1cc([N+](=O)[O-])ccc1Nc1ccccc1	1.3	1	97	3	-2	4	-10	3	0
CCN1CCN(C(=O)C2(NC(=O)Nc3cccc(F)c3)CCCCC2)CC1	-1.2	12	101	7	-4	0	0	0	-2
COC(=O)c1cccc(C#CC(NP(=O)(c2ccccc2)c2ccccc2)c2ccccc2)c1 (centres undefined)	2.0	-12	95	4	-2	31	14	3	13
COc1ccc(C(=O)c2ccc(Cl)cc2)cc1	0.1	-5	100	1	-6	4	5	-5	2
NC1=C([N+](=O)[O-])C(c2ccc(F)cc2)C2=C(CCCC2=O)O1 (centres undefined)	1.4	10	78	3	2	8	-6	-6	-3
COc1ccc(CN2CCN(Cc3cccc(OC)c3)C(CCO)C2)cc1 (centres undefined)	0.3	-22	94	9	-14	-6	5	-1	-3
NNC(=O)/C(=C\c1ccco1)NC(=O)c1ccco1	1.7	5	98	4	-3	9	1	9	-3
COc1ccc(N(C(=O)CNC(=O)c2ccco2)C(C(=O)NCC2CCCO2)c2ccccc2)cc1 (centres undefined)	-0.9	22	107	1	1	7	1	13	-6
CCc1ccc(-c2cnc3ccccc3n2)cc1NC(=O)CNC(=O)c1ccccc1	-0.4	-2	76	6	3	-15	-88	3	1
CC(C)CNC(=S)NNC(=O)c1csc2ccccc12	2.9	-10	97	0	-2	-1	-5	-1	4
SMILES	PP5 inh	ZTA DNA inh	Yeast superoxide	CTSL1 counter	TPT1 inh	GASC-1 inh	HCV core dimer	EBNA-1 inhibitor	PP1 inh
CCCCN(C)C(=O)C1CCN(Cc2ccccn2)CC1	-6.5	-8	102	9	-7	12	0	-11	-2
CNS(=O)(=O)c1ccc(NC(=O)c2ccc(Cl)cc2Cl)cc1	-0.7	-10	102	1	1	4	0	-3	-4
O=C1c2ccccc2C(=O)C1c1nccc2ccccc12	1.9	10	105	-1	2	-8	21	-2	4
N/C(=N\OC(=O)C12CC3CC(CC(C3)C1)C2)c1ccncc1	-0.3	13	71	-1	0	-7	1	3	-4
O=C(c1cccc(F)c1)N1CCCC(C(=O)N2CCCCC2)C1 (centres undefined)	2.6	0	78	4	-3	35	-14	0	0
C/C(=C/c1ccccc1)C(=O)N1CCN(c2ccccc2F)CC1	0.6	-9	109	-3	2	-10	6	-5	2
CN(C)c1ccc(NC2=C(Cl)C(=O)c3ccccc3C2=O)cc1	6.0	-2	153	2	-3	3	-47	-3	-3
COc1cccc(-c2nn(-c3ccc(C)cc3)cc2C(=O)NCC(c2cccs2)N2CCOCC2)c1 (centres undefined)	4.2	-11	109	2	3	1	15	-5	2
O=C(CCNC(=O)c1ccc([N+](=O)[O-])cc1)Nc1cccc(S(=O)(=O)N2CCCCC2)c1	-0.6	0	88	-2	3	3	-3	-9	-4
CS(=O)(=O)N1CCc2ccc(NC(=O)C3CCCO3)cc2C1 (centres undefined)	1.9	-7	94	-1	-1	23	3	-1	0
Cc1cccc(C)c1NC(=S)NN1CCN(C)CC1	-1.0	14	105	2	0	1	3	-6	1
O=C(OCC(=O)c1c[nH]c2ccccc12)c1ccc([N+](=O)[O-])s1	6.2	-12	107	2	-2	-5	5	-12	2
Cc1ccnc2nc(C(=O)Nc3nc(-c4ccccn4)cs3)nn12	-1.4	-7	94	-2	1	0	9	-10	7
Cc1cc(=O)[nH]c(Nc2cccc(Cl)c2C)n1	4.2	5	90	-2	0	-3	11	-1	-2
CCOC(=O)N1CCN(c2c(Nc3cc(C)[nH]n3)c(=O)c2=O)CC1	-0.2	-1	99	2	-2	-23	-3	-1	-1
NC(=O)c1ccccc1OCC(=O)O	-1.1	-22	100	-2	-1	10	-3	-7	1
CN(C)c1nc2c(c(=O)[nH]c(=O)n2C)n1CCCc1ccccc1	0.0	-12	93	4	-1	-2	-11	-1	0
CCn1c2ccccc2c2cc(NC(=O)C(C)Oc3ccc(OC)cc3)ccc21 (centres undefined)	3.6	12	89	2	1	-8	4	-21	2
C/C(CC(=O)Nc1ccc2c(c1)OCO2)=N\NC(=O)c1ccc(N)cc1	0.6	7	103	2	0	-4	8	5	-1
CCOc1cccc2c1OC(c1cc(OC)c(OC)c(OC)c1)N1N=C(c3ccc(C)o3)CC21 (centres undefined)	3.5	4	102	0	115*	-11	15	-6	9
CCOC(=O)c1cc(S(=O)(=O)N2CCOCC2)cn1C	2.1	0	116	-2	-2	9	-2	3	6
Cc1ccc(C)c(S(=O)(=O)N2CCN(C(=O)c3cc(S(=O)(=O)NCc4ccccc4)ccc3C)CC2)c1	-2.3	-7	99	1	1	32	12	-15	-10
CCCCOC(=O)c1ccc(NC(=O)/C=C/c2cccs2)cc1	3.4	-3	74	2	5	1	-2	-2	3

Part of the list above, showing only HCV core dimer and TPT1 inh:
mol,HCV core dimer,TPT1 inh
CCOC(=O)c1cc(S(=O)(=O)N2CCOCC2)cn1C,-2,-2
CCCCN(C)C(=O)C1CCN(Cc2ccccn2)CC1,0,-7
CCn1c2ccccc2c2cc(NC(=O)C(C)Oc3ccc(OC)cc3)ccc21 (centres undefined),4,1
NC(=O)c1ccccc1OCC(=O)O,-3,-1
O=C(CCNC(=O)c1ccc([N+](=O)[O-])cc1)Nc1cccc(S(=O)(=O)N2CCCCC2)c1,-3,3
Cc1cccc(C)c1NC(=S)NN1CCN(C)CC1,3,0
COc1cccc(-c2nn(-c3ccc(C)cc3)cc2C(=O)NCC(c2cccs2)N2CCOCC2)c1 (centres undefined),15,3

Screening results deposited in PubChem by several laboratories.
